GPR7 antagonist: human neuropeptides B/W receptor 1 antagonism. P48145. GPR7-expressing cells, fluorescence antagonist assay. inhibition, % at 4.4 µM. 1.1% of 290,000 active; in the data active = inhibition above about 16%, passing the limit was not always enough;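 also: cells stimulated with the agonist NPW; 0% = agonist with vehicle and 100% = vehicle without agonist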
Target sequence (P48145 whole entry, looked up): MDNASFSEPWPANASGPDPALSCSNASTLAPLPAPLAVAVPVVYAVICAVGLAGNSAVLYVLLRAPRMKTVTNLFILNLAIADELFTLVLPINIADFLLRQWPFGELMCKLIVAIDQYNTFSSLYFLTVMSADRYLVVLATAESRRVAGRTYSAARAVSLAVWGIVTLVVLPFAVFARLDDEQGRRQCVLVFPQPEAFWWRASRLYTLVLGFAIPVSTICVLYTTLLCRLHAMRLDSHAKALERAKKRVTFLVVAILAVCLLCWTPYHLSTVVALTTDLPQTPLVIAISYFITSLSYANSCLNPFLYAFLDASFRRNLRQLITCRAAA
MEKK3 PB1 HTS: raises or lowers MEK5 binding to the human MEKK3 PB1 domain; Q99759; bead-based flow cytometry, Alexa488-MEK5 binding to MEKK3; actives lie on both sides; 0 = blocked by unlabeled MEK5, 100 = vehicle; binding response (% of control), % at 10 µM; 1.4% of 290,000 active; AID 1529;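 active = binding response more than 3 SD above or below the average of its plate-row segment, actives on both sides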;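 also: Alexa488 bead fluorescence after subtracting the streptavidin-only scavenger bead signal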
OXTR agonist: agonists of human oxytocin receptor; CHO-OTR cells, Fluo-8 calcium fluorescence; normalized: DMSO 0%, oxytocin 100%; 0.32% of 320,000 active; activation, % at 3 µM; P30559;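 active = activation above the mean of all tested compounds plus 3 SD, cutoff set per screening run, cut at about 20% in these data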;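 also: peak over basal fluorescence ratio from a 100 s FLIPR kinetic read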
Target sequence (P30559 whole entry, looked up): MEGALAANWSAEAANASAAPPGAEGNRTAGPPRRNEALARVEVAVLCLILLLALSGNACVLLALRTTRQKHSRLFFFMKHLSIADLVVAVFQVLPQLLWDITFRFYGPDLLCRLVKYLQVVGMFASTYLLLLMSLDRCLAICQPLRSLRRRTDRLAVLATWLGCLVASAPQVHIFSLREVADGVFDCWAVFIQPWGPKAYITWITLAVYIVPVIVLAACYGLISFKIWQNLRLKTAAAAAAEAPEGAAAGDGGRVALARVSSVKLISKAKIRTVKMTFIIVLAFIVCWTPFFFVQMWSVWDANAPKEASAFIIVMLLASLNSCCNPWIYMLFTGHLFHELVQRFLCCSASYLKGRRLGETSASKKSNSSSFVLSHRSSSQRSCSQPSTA
MEKK2wt PB1 HTS: raises or lowers MEK5 binding to wildtype human MEKK2 PB1 domain; Q9Y2U5; bead flow cytometry, Alexa488-MEK5 binding to MEKK2 WT; actives lie on both sides; binding response (% of control), % at 10 µM; 1.1% of 290,000 active; AID 1531; in the data active = binding response below about 67% or above about 130%
PfM18AAP inh: blocks P. falciparum M18 aspartyl aminopeptidase | recombinant PfM18AAP, H-Glu-NHMec fluorogenic cleavage | inhibition, % at 7.35 µM | 1.2% of 290,000 active;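 active = inhibition above the campaign mean inhibition over all tested compounds plus 3 SD, cut at about 28% in these data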;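 also: 0% = plate median of test compound wells and 100% = 2 mM ZnCl2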
DNA FID counter: fluorescent intercalator displacement, NS3 helicase counter-screen; AID 1845; inhibition, % at 7.9 µM; 0.17% of 290,000 active; DNA fluorescent intercalator displacement, fluorescence; in the data active = inhibition above about 37%;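 also: 0% = vehicle and 100% = reference compound; higher means more ethidium bromide displaced from hairpin DNA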
NALP1 yeast inh: blocks the NALP1 inflammasome reconstituted in yeast; 0.61% of 280,000 active; S. cerevisiae NALP1/ASC/caspase-1 growth, X-gal OD620, 72 h; AID 2071; inhibition, % at 10 µM; in the data active = inhibition mostly above about 24%, no sharp cut-off; inactive = mostly below about 32%; also: some compounds called inactive have numbers as strong as hits
MEKK2 mut-MEK5: signal of MEK5 binding to mutant human MEKK2 PB1 domain; bead flow cytometry, Alexa488-MEK5 binding to MEKK2 mutant; AID 1530; 0.35% of 290,000 active; percent response, % at 10 µM; in the data active = percent response above about 24%, passing the limit was not always enough; also: inactives centre near 1; some results filed as inactive read as strong as hits; reference of the scale not given here
PHOSPHO1 inh: blocks human PHOSPHO1 phosphatase activity; Q8TCT1; recombinant PHOSPHO1, absorbance phosphatase assay; AID 1565; inhibition, % at 13.3 µM; 1.1% of 290,000 active; in the data active = inhibition above about 60%
Target sequence (Q8TCT1 whole entry, looked up): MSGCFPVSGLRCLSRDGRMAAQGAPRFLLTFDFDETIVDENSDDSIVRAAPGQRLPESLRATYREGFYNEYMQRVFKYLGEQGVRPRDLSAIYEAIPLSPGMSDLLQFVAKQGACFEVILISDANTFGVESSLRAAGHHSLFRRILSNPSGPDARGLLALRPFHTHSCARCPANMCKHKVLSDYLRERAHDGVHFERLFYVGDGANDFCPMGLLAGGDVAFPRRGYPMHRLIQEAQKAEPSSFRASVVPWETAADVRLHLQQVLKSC
* = called active by the depositor; / = not tested or not shown.

Sequence of screens – GPR7 antagonist | MEKK3 PB1 HTS | OXTR agonist | MEKK2wt PB1 HTS | PfM18AAP inh | DNA FID counter | NALP1 yeast inh | MEKK2 mut-MEK5 | PHOSPHO1 inh
COc1cc(OC)cc(C(=O)NC2CCSC2=O)c1 (configuration not stated)
→ 10 | 92 | -0.3 | 90 | -5 | -1 | -12 | -3 | -10
CCCCOCCCNC(=O)c1cccc(OC)c1
→ 9 | 105 | -1.5 | 106 | -3 | -6 | 35 | 1 | 2
CCOC(=O)C(NC(=O)c1cccc(Cl)c1)(OCc1ccccc1)C(F)(F)F (configuration not stated)
→ -6 | 98 | -0.6 | 93 | 1 | -8 | 32 | -2 | 0
COC(=O)c1cc(S(=O)(=O)NCc2ccc3c(c2)OCO3)c[nH]1
→ -2 | 101 | -0.7 | 98 | 4 | -9 | 19 | -1 | -21
Cc1ccc(NC(=O)CS(=O)(=O)c2cn(CC(=O)N3CCOCC3)c3ccccc23)cc1
→ -18 | 107 | -0.8 | 107 | 1 | -14 | 2 | 6 | -8
O=C(NCCc1c[nH]c2ccccc12)C(=O)c1c[nH]c2ccccc12
→ -6 | 102 | 3.0 | 103 | 3 | 3 | 18 | 3 | 33
COc1ccc(S(=O)(=O)Nc2ccc3c(c2)n(C)c(=O)n3C)cc1F
→ -6 | 96 | 6.0 | 95 | -1 | -6 | 15 | -5 | 31
O=C/C(=C\Nc1ccc(C(=O)N2CCOCC2)cc1)c1nc2ccccc2o1
→ -15 | 97 | 0.1 | 99 | 2 | -16 | 21 | 2 | -4
CCN(CC)C(=O)c1ccc(S(=O)(=O)N2CCC(c3nc4ccccc4s3)CC2)cc1
→ -11 | 105 | 14 | 95 | -1 | -4 | -5 | 7 | -6
CN(CCOc1ccc(Cl)cc1)C(=O)c1ccc(S(=O)(=O)N2CCOCC2)cc1
→ -4 | 99 | 7.7 | 93 | 4 | -30 | 12 | -5 | 38
CSc1ncc(C(=O)Nc2ccc(C(C)=O)cc2)c(C)n1
→ -20 | 106 | / | 103 | 5 | -14 | 19 | 6 | 54
Cc1ccccc1NC(=O)C1CCN(S(=O)(=O)c2cccs2)CC1
→ 1 | 102 | 1.3 | 96 | 2 | -1 | -1 | -3 | 48
CCOC(=O)Cn1nc(NC(=O)COc2ccc(F)cc2)cc1C
→ -10 | 100 | -0.7 | 105 | -2 | -27 | -6 | 1 | /
CC(=O)Nc1cccc(NC(=O)c2ccc(Br)cc2)c1
→ -7 | 98 | -0.8 | 100 | -5 | 0 | -3 | -1 | 36
Cc1c(C(=O)N(C)C)sc(NC(=O)c2cccc([N+](=O)[O-])c2)c1C#N
→ -5 | 106 | 3.0 | 106 | 4 | 0 | / | 2 | -6
CC1(C(=O)N2CC3(CC(c4ccccc4)=NO3)C[C@H]2C(=O)NCC(N)=O)CC1 (some centres not stated)
→ 10 | 91 | 0.1 | 88 | 5 | -4 | 24 | -9 | 15
CCOC(=O)c1nc(Nc2ccc(C)cc2)c2ccccc2n1
→ -5 | 99 | -1.7 | 104 | 4 | -16 | 4 | 13 | 11
COc1cc(C2NC(=O)NC(c3ccccc3)=C2C(C)=O)ccc1OCC#N (configuration not stated)
→ -19 | 105 | -0.3 | 104 | 0 | -7 | / | 2 | 0
CCN1C(=O)/C(=c2\o/c(=C3\C=Cc4ccccc4N3CC)c(=O)n2CC)SC1=S
→ -7 | 96 | / | 95 | 2 | -1 | 4 | -2 | 11
CC(Oc1ccc(NC(=O)c2ccco2)cc1)C(=O)N1c2ccccc2CC1C (configuration not stated)
→ 35* | 98 | 1.1 | 103 | 2 | -15 | -6 | 3 | 1
CC(C)(C)c1ccc(-n2nc(C(N)=O)c(O)cc2=O)cc1
→ 1 | 101 | -0.1 | 98 | 4 | -10 | 2 | -5 | 57
CCOc1cc(-c2c(C#N)c(N)nc3c2CCCC3C)ccc1O (configuration not stated)
→ 5 | 102 | -2.4 | 96 | 6 | -26 | 8 | -4 | 11
COc1cc(NC(=O)C2C3C=CC(C3)C2C(=O)O)ccc1NC(=O)c1ccccc1 (configuration not stated)
→ -14 | 102 | 0.0 | 104 | -2 | -5 | 15 | 6 | 34
O=C(NCc1ccccc1F)C1CCCN(c2cnccn2)C1 (configuration not stated)
→ -14 | 102 | 1.0 | 103 | 4 | -8 | -8 | 7 | 22
COc1cccc(-c2nc(C(N)=O)c3[nH]c(=O)n(-c4cccc(Cl)c4)c3n2)c1OC
→ -3 | 93 | -1.7 | 90 | 2 | -1 | / | 3 | 22
COc1ccc(/C=C/C(=O)Nc2cc(=O)n(C)c(=O)n2C)cc1
→ 10 | 99 | 1.0 | 99 | 14 | 1 | 12 | -2 | -18
CS(=O)(=O)c1ccc(-c2cccc(NC(=O)COc3ccccc3)c2)nn1
→ -1 | 99 | 1.6 | 100 | 0 | -12 | 12 | 1 | 15
Cc1ccccc1SCC(=O)NNC(=O)c1ccccc1O
→ -17 | 101 | -0.3 | 102 | 23 | -9 | -1 | 0 | 48
CNC(=S)NCc1ccc2[nH]c(C)cc2c1
→ -13 | 94 | 2.9 | 99 | -12 | -1 | 9 | -2 | -7
O=C(NCCc1ccccc1)C1CCCN1S(=O)(=O)c1cccc2nsnc12 (configuration not stated)
→ -14 | 99 | 2.1 | 103 | 1 | -22 | 8 | 3 | 58

Printed as active in GPR7 antagonist (from the list above):
Molecule	GPR7 antagonist	MEKK3 PB1 HTS	MEKK2wt PB1 HTS	PfM18AAP inh	NALP1 yeast inh	MEKK2 mut-MEK5	PHOSPHO1 inh
CC(Oc1ccc(NC(=O)c2ccco2)cc1)C(=O)N1c2ccccc2CC1C (configuration not stated)	35*	98	103	2	-6	3	1

Taken from the listing, 5 compounds:
Sequence of screens – GPR7 antagonist | MEKK3 PB1 HTS | OXTR agonist | MEKK2wt PB1 HTS | PfM18AAP inh | DNA FID counter | NALP1 yeast inh | MEKK2 mut-MEK5 | PHOSPHO1 inh
COc1ccc(/C=C/C(=O)Nc2cc(=O)n(C)c(=O)n2C)cc1
→ 10 | 99 | 1.0 | 99 | 14 | 1 | 12 | -2 | -18
CS(=O)(=O)c1ccc(-c2cccc(NC(=O)COc3ccccc3)c2)nn1
→ -1 | 99 | 1.6 | 100 | 0 | -12 | 12 | 1 | 15
Cc1ccccc1SCC(=O)NNC(=O)c1ccccc1O
→ -17 | 101 | -0.3 | 102 | 23 | -9 | -1 | 0 | 48
CNC(=S)NCc1ccc2[nH]c(C)cc2c1
→ -13 | 94 | 2.9 | 99 | -12 | -1 | 9 | -2 | -7
O=C(NCCc1ccccc1)C1CCCN1S(=O)(=O)c1cccc2nsnc12 (configuration not stated)
→ -14 | 99 | 2.1 | 103 | 1 | -22 | 8 | 3 | 58

Next structures:
Sequence of screens – GPR7 antagonist | MEKK3 PB1 HTS | OXTR agonist | MEKK2wt PB1 HTS | PfM18AAP inh | DNA FID counter | NALP1 yeast inh | MEKK2 mut-MEK5 | PHOSPHO1 inh
CC1CC(C)CN(C(=O)c2cccc3c2-c2ccccc2C3=O)C1 (configuration not stated)
→ -13 | 96 | -2.8 | 95 | 4 | -22 | / | -9 | 0
COc1ccccc1N1C(=O)[C@@H]2[C@H](C1=O)[C@H](C(=O)c1ccc(OC(C)=O)cc1)N1N=CC=C[C@@H]21
→ 4 | 94 | 0.8 | 93 | -2 | -5 | 9 | -9 | -53
CCOC(=O)c1cnn(-c2ccccc2)c1NC(=O)c1ccc(C)cc1
→ -7 | 103 | -1.5 | 96 | 7 | -15 | 5 | 0 | 3
Cc1nnsc1C(=O)Nc1ccc(Cl)cc1Cl
→ -16 | 106 | -2.3 | 106 | 3 | -2 | 3 | 5 | 6
O=C(CN1C(=O)c2ccccc2S1(=O)=O)c1ccccc1
→ -6 | 99 | 0.6 | 101 | 5 | 1 | 17 | 1 | 38
Cc1cccc(N2C(=O)c3ccc(C(=O)Nc4cccc(C(=O)O)c4)cc3C2=O)c1
→ -3 | 101 | 0.0 | 107 | -1 | -15 | -13 | 4 | 38
CC1C=CCC2C(=O)N(c3cccc(C(=O)N4CCCCCC4)c3)C(=O)C12 (configuration not stated)
→ 3 | 104 | 0.7 | 102 | 2 | -37 | / | 3 | /
CC1Cc2ccccc2N1C(=O)CSc1nn2c(=O)c(C(C)(C)C)nnc2s1 (configuration not stated)
→ -14 | 109 | -1.8 | 100 | -5 | -27 | -5 | 0 | 28
COC(=O)C(CC(C)C)Oc1ccc2c(C)cc(=O)oc2c1 (configuration not stated)
→ -3 | 103 | -3.1 | 104 | -4 | -28 | -13 | 3 | -3
Cc1nn(C(C)C(=O)NCCCN2CCCCCC2)c(=O)c2cc3sccc3n12 (configuration not stated)
→ -9 | 108 | -0.3 | 144* | 8 | 6 | 4 | 15 | 17
COc1cc(OC)cc(C(=O)NC(c2ccccc2)c2ccccc2)c1
→ -10 | 104 | -1.3 | 104 | 5 | -18 | 11 | 4 | 24
NNC(=O)c1ccc(Cn2cc(Br)c(N)n2)cc1
→ -5 | 96 | -0.5 | 95 | -3 | -22 | 15 | -4 | 45
CCN1CCN(CCCNC(=O)c2ccc3c(c2)NC(=O)/C(=C\c2cccc(C)c2)S3)CC1
→ 12 | 103 | 0.4 | 165* | 4 | 27 | -16 | 19 | 49
C=C(C)C1CC=C(C)/C(=N/NC(=S)Nc2ccccc2)C1 (configuration not stated)
→ -3 | 96 | -0.8 | 99 | 16 | -6 | 0 | -2 | 2
O=C(OCc1c(F)cccc1Cl)c1cccnc1Cl
→ -12 | 101 | 0.1 | 96 | 3 | -14 | 2 | 0 | 24
CN(Cc1ccccc1)S(=O)(=O)c1nnc(NC(=O)c2ccccc2F)s1
→ -3 | 102 | 1.4 | 104 | -4 | -11 | 3 | 18 | 47
COc1ccc(Nc2nc(C)cc(C)n2)cc1Cl
→ -15 | 98 | -2.0 | 106 | 1 | -1 | 15 | 0 | 40
Cc1cc(C)c2nc(-c3ccco3)cc(C(=O)O)c2c1
→ 8 | 93 | / | 91 | -2 | -3 | 3 | -10 | -5
CCC(C)(C)NC(=O)Cn1c(-c2ccccc2)cc(C(C)=O)c1C
→ 4 | 112 | -1.2 | 107 | -5 | -26 | -7 | 0 | -8
CCOC(=O)c1cnc2scnn2c1=O
→ -13 | 99 | / | 99 | 26 | 6 | 13 | -1 | 9
CSC1=NS(=O)(=O)c2c(C)nn(C)c2S1
→ -15 | 99 | -0.8 | 99 | 57* | -2 | -1 | -1 | 90*
O=C(CC1SCCNC1=O)Nc1ccccc1Cl (configuration not stated)
→ -5 | 101 | 0.1 | 96 | -2 | 2 | -10 | -6 | 15
O=C(CSC1c2ccccc2C(=O)N1c1ccccc1)N1CCOCC1 (configuration not stated)
→ -4 | 97 | 0.5 | 94 | -10 | -11 | -6 | -1 | -10
O=C(CCS(=O)(=O)c1cccs1)Nc1ccc(C(=O)NCc2ccc(F)cc2)cc1
→ 2 | 98 | -0.7 | 101 | 7 | -2 | 9 | -1 | -11
Nc1nnn(Cc2ccccc2)n1
→ 9 | 105 | 1.3 | 102 | -4 | 0 | -7 | 9 | 2
COc1ccc(CCNC(=O)C2CCN(C(=O)c3ccc(Cl)cc3)CC2)cc1OC
→ -15 | 105 | -1.0 | 109 | -1 | -29 | 1 | 8 | 39
CCCCCNC(=O)c1cc(S(=O)(=O)N2CCCCC2)ccc1F
→ -2 | 106 | -1.0 | 104 | 3 | -6 | 5 | 5 | -20
CC(Sc1cnc2ccccc2n1)C(=O)O (configuration not stated)
→ 1 | 112 | 4.6 | 112 | -23 | 0 | 12 | 4 | 15
NC(=O)CSc1oc(-c2ccco2)nc1S(=O)(=O)c1ccc(F)cc1
→ -13 | 101 | 1.3 | 97 | -8 | 2 | 29 | -2 | 19
O=C(NCc1ccncc1)c1ccc(Br)cc1
→ -7 | 97 | 0.2 | 96 | 1 | 5 | 18 | -5 | 29
C=C1c2cc(CC)ccc2NC(=O)N1c1ccc(C)cc1
→ -3 | 109 | -1.1 | 104 | 9 | -2 | -5 | 3 | -7
COc1ccc(C2CC(c3ccccc3)=NN2C(=O)CN2N=NC3C(=O)N(c4cccc(F)c4)C(=O)C32)cc1 (configuration not stated)
→ -4 | 105 | 0.7 | 108 | 1 | -30 | 36 | 24 | -4

Assay outcomes: PubChem BioAssay, several laboratories

Compounds as they come; about 6.2% have a hit in one of these screens.
